Screening data deposited in PubChem by The Scripps Research Institute Molecular Screening Center.
CHRM1 PAM – human CHRM1 positive allosteric modulation | activation, % at 3 µM | CHO-K1 hM1, Fluo-8 calcium fluorescence, ACh EC20; 0% = ACh EC20, 100% = maximal ACh | P11229 | 360,000 tested, 0.088% active; in the data active = activation above about 19%, passing the limit was not always enough
Target sequence (P11229 whole entry, looked up): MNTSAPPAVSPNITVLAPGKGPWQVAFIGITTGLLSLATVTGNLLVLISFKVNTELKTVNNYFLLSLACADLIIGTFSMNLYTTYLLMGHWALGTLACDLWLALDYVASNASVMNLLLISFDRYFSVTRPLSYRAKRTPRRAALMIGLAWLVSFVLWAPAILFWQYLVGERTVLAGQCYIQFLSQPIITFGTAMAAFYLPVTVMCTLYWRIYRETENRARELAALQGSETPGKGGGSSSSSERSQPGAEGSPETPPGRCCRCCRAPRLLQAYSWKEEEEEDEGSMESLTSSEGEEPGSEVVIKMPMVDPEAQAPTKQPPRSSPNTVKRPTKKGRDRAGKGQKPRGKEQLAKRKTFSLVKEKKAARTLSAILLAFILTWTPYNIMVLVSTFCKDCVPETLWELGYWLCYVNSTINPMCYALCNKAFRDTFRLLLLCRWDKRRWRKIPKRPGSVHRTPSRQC
TAAR1 antagonist – antagonists of human TAAR1; Q96RJ0; CHO RD-HGA16 TAAR1, Fluo-8 calcium fluorescence, antagonist; inhibition, % at 3 µM; 360,000 tested, 1.5% active; AID 624466;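 active = inhibition above a per-plate cutoff, the mean inhibition of test compounds on that plate plus 3 SD, cut at about 49% in these data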;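 note: 0% = DMSO plus EC80 beta-PEA response and 100% = DMSO alone without agonist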
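System: CHO RD-HGA16 cells bearing hTAAR1. Reagent: EC80 β-phenethylamine stimulus. Schedule: seeding 17-24 h prior, 75-min 37 °C, 30-min RT dye loading. Signal: Fluo-8 intracellular calcium dye fluorescence, real-time kinetic reads. Read-out: % inhibition from peak post-agonist over basal fluorescence ratio. Benchmarks: vehicle wells and EC80 agonist wells. Replicates: n of 1.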
CHO parental Ca – signal in parental CHO cells, OX1R antagonist counter-screen; parental CHO-K1, ATP-induced calcium, Fluo-8 fluorescence; inhibition, % at 5.6 µM; 330,000 tested, 0.63% active;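 active = inhibition above that plate's mean sample inhibition plus 3 SD, cut at about 26% in these data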;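 note: 0% = ATP-challenged DMSO wells and 100% = DMSO wells without ATP; some compounds past the cut are filed as inactive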
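Assay system – parental CHO cells · Reagent – ATP stimulus · Detection – intracellular calcium via Fluo-8 no-wash fluorescent dye · Evaluation – percent inhibition of ATP-evoked calcium rise, normalized to controls · Controls – ATP wells versus no-ATP DMSO wells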
OXTR ag – activates the human oxytocin receptor; P30559; CHO-OTR cells, Fluo-8 calcium fluorescence; normalized: DMSO 0%, oxytocin 100%; activation, % at 3 µM; 320,000 tested, 0.32% active; AID 2435;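 active = activation above the mean of all tested compounds plus 3 SD, cutoff set per screening run, cut at about 20% in these data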;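 note: peak over basal fluorescence ratio from a 100 s FLIPR kinetic read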
TAAR1 agonist – human TAAR1 agonism | CHO RD-HGA16 TAAR1, Fluo-8 calcium fluorescence; vehicle wells 0%, saturating PEA agonist 100% | activation, % at 3 µM | 360,000 tested, 0.99% active | Q96RJ0;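 active = activation above the mean activation of all test compounds in the run plus 3 SD, cut at about 38% in these data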
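Assay system – CHO-derived RD-HGA16 cells with stable Gα16 and human TAAR1 · Compound dosing – one-point dosing at 3 µM (nominal) · Incubation – 17-24 h seeding, 75 min 37 °C dye, 30 min RT · Measured by – kinetic Fluo-8 calcium fluorescence · Control set – DMSO vehicle as 0%, PEA at EC100 as 100% · Repeats – single well for each compound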
M1 antag – human CHRM1 antagonism | P11229 | CHO-K1 hM1, Fluo-8 calcium fluorescence, ACh EC80 antagonist | inhibition, % at 3 µM | 360,000 tested, 1.3% active;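 active = percent inhibition above its own plate's cutoff, namely the mean of that plate's compound wells plus 3 SD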;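 note: peak over basal fluorescence ratio during 140 s after agonist addition; 0% = ACh EC80 plus DMSO and 100% = DMSO alone without agonist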
CHRM1 agonist – activates human CHRM1 receptor; P11229; CHO-K1 hM1, Fluo-8 calcium fluorescence, agonist mode; 0% DMSO, 100% acetylcholine EC100; activation, % at 3 µM; 360,000 tested, 0.33% active; AID 588814;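 active = activation above the run's mean compound activation plus 3 SD, cut at about 16% in these data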;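 note: peak over basal fluorescence ratio within a 140 s kinetic read after compound addition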
V1aR counter – V1a receptor agonism, counter-screen for OXTR agonists | P37288 | CHO-V1R cells, Fluo-8 calcium fluorescence, agonist mode; 0% DMSO, 100% 3 nM vasopressin | activation, % at 3 µM | 320,000 tested, 0.25% active;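 active = activation above the mean activation of all tested compounds plus 3 SD, per screening run, cut at about 20% in these data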;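 note: signal is peak over basal fluorescence ratio across a 100 second FLIPR read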
Target sequence (P37288 whole entry, looked up): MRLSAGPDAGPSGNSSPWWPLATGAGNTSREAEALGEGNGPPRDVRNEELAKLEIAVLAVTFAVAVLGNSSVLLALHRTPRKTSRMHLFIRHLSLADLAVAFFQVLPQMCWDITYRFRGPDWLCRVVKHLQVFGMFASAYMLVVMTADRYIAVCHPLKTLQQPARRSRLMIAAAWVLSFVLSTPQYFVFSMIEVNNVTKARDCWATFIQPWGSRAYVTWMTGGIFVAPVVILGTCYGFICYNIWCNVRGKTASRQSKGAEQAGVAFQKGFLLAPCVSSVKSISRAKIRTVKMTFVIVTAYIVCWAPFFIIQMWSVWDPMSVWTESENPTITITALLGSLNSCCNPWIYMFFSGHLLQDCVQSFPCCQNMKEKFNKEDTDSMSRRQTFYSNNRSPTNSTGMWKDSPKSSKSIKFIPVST
OXTR potentiator – human OXTR potentiation | activation, % at 3 µM | P30559 | CHO-OTR cells, Fluo-8 calcium fluorescence, potentiator mode; 0% = oxytocin EC15, 100% = EC100 | 320,000 tested, 0.061% active | AID 2445;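 active = activation above that plate's cutoff, the mean activation of tested compounds plus 3 SD, cut at about 6.6% in these data, passing the limit was not always enough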;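 note: 100% uses oxytocin at 75 nM as the full agonist control; some results filed as inactive read as strong as hits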
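Assay system: CHO cell line stably expressing human OTR | Also added: Oxytocin at about EC15, sub-maximal agonist stimulus | Times: Compound 6 min at room temperature before oxytocin, 100 s read | Measured by: Fluo-8 intracellular calcium fluorescence, ex 470-495, em 515-575 nm | Controls: EC15 oxytocin alone as 0%, 75 nM oxytocin as 100%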
* hit, by the source's call; . = no result given.

SMILES	CHRM1 PAM	TAAR1 antagonist	CHO parental Ca	OXTR ag	TAAR1 agonist	M1 antag	CHRM1 agonist	V1aR counter	OXTR potentiator
COc1cc(-c2cc(=O)c3c(O)c(OC)c(OC)cc3o2)cc(OC)c1O	1	-6	-13	-1.1	2	-8	-7	-0.5	3
Cc1cc(=O)c(C(=O)Nc2ccc(N3CCOCC3)cc2N2CCOCC2)nn1-c1ccccc1Cl	7	-1	-20	0.9	0	-17	-6	0.4	2
CC(C)CN(C(=O)COC(=O)COc1ccc2ccccc2c1)c1c(N)n(Cc2ccccc2)c(=O)[nH]c1=O	5	-9	-22	0.9	2	-5	-4	0.4	-7
COc1ccc(CC(N)c2csc(NC(=O)c3cc(C(C)(C)C)oc3C)n2)cc1 (stereo not drawn)	-5	28	.	.	48*	-2	-2	.	.
Cc1ccc(C(=O)CC(=O)c2ccc(C(C)(C)C)cc2)cc1	6	-17	-17	0.8	2	1	-4	1.2	-1
O=C(CCN1C(=O)/C(=C/c2cccs2)SC1=S)Nc1ccccc1O	-1	48	8	4.3	11	9	1	6.7	-25
O=C(NCc1ccccc1CN1CCCC1)C1CCN(C(=O)c2ccc(F)cc2)CC1	3	-27	-13	-0.3	2	-10	-9	0.0	-2
O=C(CCCN1C(=O)c2cccnc2C1=O)Nc1ccccc1F	8	-30	-8	1.3	2	-4	-4	-0.1	-2
Cn1c(Cn2c(=O)sc3ccccc32)nnc1SCC(=O)N1CCCC1	12	-16	3	0.0	5	-14	-3	-0.3	-7
O=C(CN1C(=O)S/C(=C/c2cccs2)C1=O)N1CCCC1	5	-6	-6	-1.1	4	-5	-5	0.7	-2
C/C(=N/Nc1nc(C)cc(-c2ccccc2)n1)c1ccco1	2	-10	-21	-2.9	6	-10	-5	-1.0	-8
Cc1cc(NC(=O)CCC(=O)N(c2ccccc2)C(C)C(=O)NC2CCCC2)no1 (stereo not drawn)	-9	-5	-29	0.1	2	13	-4	-0.6	-5
NC(=O)c1c(NC(=O)c2ccccc2C(=O)O)sc2c1CCCC2	5	-5	3	0.1	-1	-2	-5	0.8	-3
COc1cc(C2Nc3ccccc3C(=O)N2NS(C)(=O)=O)c([N+](=O)[O-])cc1OC (stereo not drawn)	27*	3	6	1.4	5	-4	-3	-0.6	1
CC(=O)N1CCc2cc(S(=O)(=O)NCCC(=O)Nc3cc(C)cc(C)c3)ccc21	5	9	-11	-1.0	1	-7	-1	-0.5	-1
CC1(C(=O)Nc2ccc(F)cc2F)CCN1C(=O)Cc1ccc(Cl)cc1Cl (stereo not drawn)	5	-7	.	.	-3	-9	-5	.	.
O=C(CN1C(=O)NC2(CCCCCC2)C1=O)NCc1ccccc1Cl	4	-20	-18	-0.5	6	-1	-3	-0.9	-8
CCc1nnc(NC(=O)c2ccc(NC(=O)C(C)C)cc2)s1	11	-7	3	1.3	0	-13	-1	-0.3	-6
Fc1ccc(NC(=S)NCc2ccccc2)cc1	14	6	5	0.5	2	-17	-1	5.6	-8
O=C(NCC(=O)N1CCC(Cc2ccccc2)CC1)c1ccc(Cl)cc1	-3	-21	-21	-0.8	2	6	-2	0.8	-6
Cc1ccc(Cl)cc1N1CCN(C(=O)CCS(=O)(=O)c2ccc3c(c2)NC(=O)CO3)CC1	-19	63*	-11	8.0	16	37*	5	7.9	-13
COC(=O)Cc1ccc(OC2(C)CCN(Cc3ccc4c(c3)OCCO4)C2)cc1 (stereo not drawn)	-20	-27	.	.	3	27	-8	.	.
CS(=O)(=O)NNC(=O)Cn1nnc(-c2cc(C(F)(F)F)cc(C(F)(F)F)c2)n1	8	-16	-4	0.0	0	-16	-2	0.9	-6
COc1ccc(-c2nnc(SCC(=O)OC3CCCCC3)o2)cc1OC	7	3	-26	-1.8	3	-8	-6	-0.7	-1
COc1cccc(-c2cc(C(F)(F)F)n3ncc(C(=O)NCC4CCCO4)c3n2)c1 (stereo not drawn)	3	20	-7	-2.1	8	7	-3	-2.0	-2

An excerpt from above in order of number of heavy atoms, low to high.
SMILES	CHRM1 PAM	TAAR1 antagonist	CHO parental Ca	OXTR ag	TAAR1 agonist	M1 antag	CHRM1 agonist	V1aR counter	OXTR potentiator
Fc1ccc(NC(=S)NCc2ccccc2)cc1	14	6	5	0.5	2	-17	-1	5.6	-8
O=C(CN1C(=O)S/C(=C/c2cccs2)C1=O)N1CCCC1	5	-6	-6	-1.1	4	-5	-5	0.7	-2
Cc1ccc(C(=O)CC(=O)c2ccc(C(C)(C)C)cc2)cc1	6	-17	-17	0.8	2	1	-4	1.2	-1
NC(=O)c1c(NC(=O)c2ccccc2C(=O)O)sc2c1CCCC2	5	-5	3	0.1	-1	-2	-5	0.8	-3
O=C(CCN1C(=O)/C(=C/c2cccs2)SC1=S)Nc1ccccc1O	-1	48	8	4.3	11	9	1	6.7	-25
Cn1c(Cn2c(=O)sc3ccccc32)nnc1SCC(=O)N1CCCC1	12	-16	3	0.0	5	-14	-3	-0.3	-7
COc1ccc(CC(N)c2csc(NC(=O)c3cc(C(C)(C)C)oc3C)n2)cc1 (stereo not drawn)	-5	28	.	.	48*	-2	-2	.	.
Cc1cc(NC(=O)CCC(=O)N(c2ccccc2)C(C)C(=O)NC2CCCC2)no1 (stereo not drawn)	-9	-5	-29	0.1	2	13	-4	-0.6	-5
Cc1ccc(Cl)cc1N1CCN(C(=O)CCS(=O)(=O)c2ccc3c(c2)NC(=O)CO3)CC1	-19	63*	-11	8.0	16	37*	5	7.9	-13

(list continues)
SMILES	CHRM1 PAM	TAAR1 antagonist	CHO parental Ca	OXTR ag	TAAR1 agonist	M1 antag	CHRM1 agonist	V1aR counter	OXTR potentiator
Cc1cccc(S(=O)(=O)N(C)C[C@@H]2OCc3cnnn3CCCC(=O)N([C@H](C)CO)C[C@@H]2C)c1	-10	-2	.	.	3	16	-1	.	.
CC12CCC(C(=O)NCc3ccccc3Cl)(CC1=O)C2(C)C (stereo not drawn)	11	-5	-10	-1.3	6	-9	-6	-0.2	-3
C[C@H](NC(=O)c1ccc(Cl)cc1)C(=O)NNC(=O)c1cccs1	10	10	-7	-1.0	0	-8	-3	0.5	-6
Cc1ccc(S(=O)(=O)Nc2n[nH]nc2C(=O)NC2CCCCC2)cc1	7	-4	-8	0.8	3	4	-6	0.1	-4
Cc1ccc(/C=N/NC(=O)CC2N=C(Cc3ccccc3)NNC2=O)cc1 (stereo not drawn)	4	-6	-3	-2.9	7	-10	-5	-0.5	-4
Cc1cc(C)n(-c2ncnc3sc4c(c23)CCCC4)n1	-6	3	-9	-1.6	21	-2	-12	-0.3	2
CCC(NC(=O)NC1CCCCC1)c1ccccc1 (stereo not drawn)	5	-16	-15	-0.7	3	-5	-10	0.0	4
Cc1ccc(S(=O)(=O)N(CC(=O)Nc2cccc(C(F)(F)F)c2)C(=O)N2CCN(C)CC2)cc1	6	-12	-8	1.5	0	-23	-1	-0.2	0
CCN(CC)c1nc2n(c(=S)n1)CCS2	0	-2	-11	-0.8	15	2	-9	-0.3	-4
Cc1ccsc1CN(C)Cc1nc(C2CC2)no1	-5	-9	-4	-1.1	11	6	-4	-0.3	-12
CS(=O)(=O)Nc1ccc(-c2ccc(/C=C3\SC(N)=NC3=O)o2)cc1	6	12	-8	0.0	15	-3	-2	6.3	-2
CC(C)Cc1nnc(NC(=O)C2CCN(C(=O)c3ccc(Cl)cc3)CC2)s1	0	7	-9	0.5	1	-7	0	2.2	-6
CCN(CC)S(=O)(=O)c1cc(C(=O)OCC(=O)NC(=O)c2cccn2C)ccc1C	-10	33	-12	3.4	7	12	-8	4.8	-7
CN(C)c1ccc(/C=[N+](\[O-])C(C)(C)/C=N/O)cc1	0	7	-2	0.0	15	5	-6	-1.1	-4
O=S(=O)(NCC(c1ccco1)N1CCN(c2ccccc2F)CC1)c1ccc2c(c1)OCCO2 (stereo not drawn)	6	8	-7	-1.5	1	-10	-2	1.3	-4
C=CC(COCc1ccccc1)N(Cc1ccccc1)S(=O)(=O)c1ccccc1Br (stereo not drawn)	-4	36	22	2.3	1	7	-6	1.1	-14
COc1cc(-c2cccc([C@H]3[C@@H]4C=CC[C@@H](C)[C@@H]4C(=O)N3Cc3ccccc3)c2)cc(OC)c1OC	-7	-8	-25	.	1	6	-4	.	.
Cc1ccc(-c2csc(=Nc3cccnc3)n2CCCn2ccnc2)cc1C	-26	-2	-22	0.3	6	41*	-10	1.7	-6
COc1ccc(S(=O)(=O)N2CCCCC2)cc1NC(=O)C1CC(=O)N(c2ccc3c(c2)OCCO3)C1 (stereo not drawn)	10	-32	-13	1.5	4	-13	-4	-0.8	6
O=C(Nc1ccc(Cl)c([N+](=O)[O-])c1)ONC1=NCCCCC1	2	-3	0	0.4	4	7	-2	0.9	-8
CC(C)CCNc1nc2c(c(=O)n(Cc3cccc(F)c3)c(=O)n2C)n1C	2	6	-7	1.2	10	4	-1	1.4	-9
Cc1ccc(N/N=C2\CCS(=O)(=O)c3sccc32)cc1	10	-2	-10	-1.4	4	-11	-1	-0.2	-16
CN1CCN(C(=S)c2cn(Cc3ccccc3)c3ccccc23)CC1	17	0	0	1.2	8	-17	13	4.0	-9
O=C(CN1CCN(Cc2ccccc2)CC1)N/N=C/c1ccccc1F	5	-17	-2	-0.4	2	-7	-6	0.3	-8
CC(C)[C@H](NS(=O)(=O)c1cccc(Cl)c1)C(=O)OCC(=O)N1CCN(c2ccccc2)CC1	-8	3	-19	5.7	4	3	-5	6.4	-12
Cc1ccc(NC(=S)N(Cc2ccco2)C(C)c2cccs2)cc1 (stereo not drawn)	0	-13	1	0.6	1	4	-3	1.1	5
O=C(Nc1cccc(NC(=O)C2CCCO2)c1)C1CCCO1 (stereo not drawn)	16	-10	-6	0.3	2	-15	0	-0.7	-6
Cc1cc(SCC(=O)Nc2ccccc2)nc(C)n1	3	-3	8	1.1	6	-2	-2	0.5	-1
